Assay outcomes from PubChem BioAssay.
GRP78 ERSR act = qHTS for Inducers of the Endoplasmic Reticulum Stress Response (ERSR) in Human Glioma: qHTS; 0.02% of 420,000 active; U87-MG GRP78 promoter luciferase reporter, 16 h; Potency, µM, for inactives: at the highest dose activation, actives largely listed as activators; note: potency is the fitted concentration of half-maximal effect; series mostly up to about 76 µM; % of control where 0% means no effect; nearly all actives have a fitted effect of over 35% in size
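Stably transfected U87-MG human glioma cells carrying a GRP78-based luminescent sensor were seeded at 1000 cells/well, pin-dosed with compounds and incubated 16 h. Luciferase reagent was then added, and end-point luminescence was read after 10 min at room temperature.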
D1 antag = Antagonist of Human D 1 Dopamine Receptor: qHTS. D(1A) dopamine receptor (Homo sapiens), P21728. HEK293 TREx D1 cells, calcium flux, dopamine EC80; hits give low values. activity change, negative = inhibition, % at 10 µM. 3.2% of 360,000 active. AID 504652, 2011; in the data active = activity change below about -30%; note: % is set by controls: 0 for no effect and ±100 for the full control effect
Target sequence (P21728 whole entry, looked up): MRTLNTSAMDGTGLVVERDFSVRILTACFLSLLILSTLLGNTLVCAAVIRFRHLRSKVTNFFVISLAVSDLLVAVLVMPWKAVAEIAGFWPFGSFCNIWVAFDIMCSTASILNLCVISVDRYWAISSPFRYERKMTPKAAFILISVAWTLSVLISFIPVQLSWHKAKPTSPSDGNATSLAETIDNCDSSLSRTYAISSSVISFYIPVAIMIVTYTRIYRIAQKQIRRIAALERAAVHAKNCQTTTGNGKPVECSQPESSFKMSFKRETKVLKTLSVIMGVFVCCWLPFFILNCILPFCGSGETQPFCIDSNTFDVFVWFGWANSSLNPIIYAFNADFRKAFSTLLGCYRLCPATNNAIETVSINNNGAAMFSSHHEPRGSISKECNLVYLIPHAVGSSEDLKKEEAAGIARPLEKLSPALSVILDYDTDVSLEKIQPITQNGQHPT
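After overnight tetracycline induction at 30 C, force-coupled D1 HEK293 cells took up a no-wash calcium dye at room temperature. Compounds were added and monitored 180 s, and the response to EC80 dopamine was then recorded.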
LDHA block = qHTS assay for inhibitors of human lactate dehydrogenase; purified LDHA, NADH/diaphorase-resazurin fluorescence; hits give low values; activity change, % (values are at about 110 or 230 µM); 0.15% of 480,000 active; AID 1347041, 2019; in the data active = activity change below about -30%; inconclusive = mostly about -25% to -30%;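 note: plate controls were DMSO wells for no effect and wells without enzyme for full effect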
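Remaining NADH was detected by diaphorase (0.133 mg/mL) converting 37 µM resazurin to fluorescent resorufin, read at 0 and 20 minutes. The preceding 5-minute room-temperature reaction used 2 nM LDHA, 0.2 mM sodium pyruvate and 0.06 mM NADH at pH 7.4.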
D2 potentiator = HTS Assay for Positive Allosteric Modulators of the Human D2 Dopamine Receptor: Primary Screen for Potentiators. D(2) dopamine receptor (Homo sapiens), P14416. HEK293 T-REx D2, calcium flux, EC20 dopamine potentiation. potentiation, % at 10 µM. 0.34% of 340,000 active. AID 485347, 2010;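 active = potentiation over 3 SD above the plate norm, cut at about 30% in these data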; note: 0% is about no effect
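Potentiation of an EC20 dopamine calcium response is measured in a force-coupled, tetracycline-inducible Hek293 Trex D2 line. Compound-only kinetic reads over 180 s flag agonists before dopamine addition.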
D1 agonist = Allosteric Agonists of the Human D1 Dopamine Receptor: qHTS. D(1A) dopamine receptor (Homo sapiens), P21728. HEK293 T-REx D1 cells, calcium flux, agonist mode. activation, % at 2 µM. 1% of 360,000 active. AID 504660, 2011; in the data active = activation above about 30%; note: 0% is about no effect
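Inducible HEK293 T-REx D1 cells, force-coupled to calcium signalling, were plated at 4000 cells/well with tetracycline and held overnight at 30 C. After no-wash calcium dye loading, compound-evoked calcium rise over 180 s flagged agonists.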
RXFP1 ag = qHTS Assay for Agonists of the Relaxin Receptor RXFP1; Relaxin receptor 1 (Homo sapiens), Q9HBX9; HEK293T-RXFP1 cAMP TR-FRET, 30 min; response scale: percent of porcine relaxin response, buffer zero; Potency, µM (doses to about 57.5 µM), without a hit: at the top dose activation, most hits filed as activators; 0.3% of 370,000 active; AID 2676, 2010; note: potency is the fitted concentration of half-maximal effect; % is set by controls: 0 for no effect and ±100 for the full control effect; nearly all actives have a fitted effect of over 60% in size; many of its hits are not listed in these tables
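cAMP rise read by TR-FRET after 30 min, 37C compound exposure (up to 58 uM) in RXFP1-transfected HEK293 cells with Ro 20174 present. EC50 from Hill-equation fits, with 29 nM porcine relaxin as 100% and buffer as basal.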
Vif-A3F inh = qHTS for Inhibitors of Vif-A3F Interactions: qHTS; HeLa A3F-eYFP + Vif (tagged APOBEC3F with the HIV-1 protein that degrades it), YFP fluorescence increase; Potency, µM (highest dose often 46.1 µM), for the others: at the top dose activity, negative = active; 0.2% of 390,000 active; AID 602313, 2012; note: potency is the fitted concentration of half-maximal effect; % of control where 0% means no effect; nearly all actives have a fitted effect of over 65% in size
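Fluorescence increase (Ex 488/Em 500-530) after overnight compound treatment at 37 deg C flags inhibition of Vif-driven A3F-eYFP loss in stable HeLa A3F-eYFP/Vif cells seeded overnight beforehand.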
Vif-A3G inh = qHTS for Inhibitors of Vif-A3G Interactions: qHTS; DNA dC->dU-editing enzyme APOBEC-3G (Homo sapiens), Q9HC16; HeLa A3G-eYFP + Vif (tagged APOBEC3G with the HIV-1 protein that degrades it), YFP fluorescence, overnight; Potency, µM (series often up to 46.1 µM), for inactives: at the top dose activity, negative = active, most hits filed as inhibitors; 0.076% of 410,000 active; AID 602310, 2012;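 note: potency is the fitted concentration of half-maximal effect; % is set by controls: 0 for no effect and ±100 for the full control effect; nearly all actives have a fitted effect of over 60% in size; hits raise eYFP signal because A3G escapes Vif-driven loss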
Target sequence (Q9HC16 whole entry, looked up): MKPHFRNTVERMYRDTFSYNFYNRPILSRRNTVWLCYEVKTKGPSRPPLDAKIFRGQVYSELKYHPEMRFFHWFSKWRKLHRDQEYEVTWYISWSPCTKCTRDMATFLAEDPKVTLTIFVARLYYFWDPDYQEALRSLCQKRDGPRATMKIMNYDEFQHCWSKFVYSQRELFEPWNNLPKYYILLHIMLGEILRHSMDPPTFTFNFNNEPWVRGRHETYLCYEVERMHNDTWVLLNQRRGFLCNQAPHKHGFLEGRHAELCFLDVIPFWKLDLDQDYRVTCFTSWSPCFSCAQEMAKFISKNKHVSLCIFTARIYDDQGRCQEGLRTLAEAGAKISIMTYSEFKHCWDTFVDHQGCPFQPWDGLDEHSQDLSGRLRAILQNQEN
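Read-out is eYFP fluorescence (Ex 488/Em 500-530) from Vif-expressing HeLa A3G-eYFP cells; more signal means A3G escaped Vif-mediated degradation. Cells plated overnight, compound pinned in, incubated overnight at 37 deg C.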
D1 potentiator = Potentiators of Human D1 Dopamine Receptor: qHTS; D(1A) dopamine receptor (Homo sapiens), P21728; HEK293 TREx D1 cells, calcium flux, dopamine EC20 potentiation; potentiation, % at 10 µM; 0.036% of 360,000 active; in the data active = potentiation above about 30%; note: 0% is about no effect
Starred values were filed as active, the others as inactive; ? = inconclusive; . = no result given; & = joins results of further samples. Unless noted, calls come from the whole dose curve; as a rule, active = well fitted curve in the direction sought with a large enough effect; inconclusive = small, poorly fitted or top-dose-only effect, or another doubt; inactive = no such curve, though single readings can be large; an effect the other way counts as inactive or inconclusive.

SMILES	GRP78 ERSR act	D1 antag	LDHA block	D2 potentiator	D1 agonist	RXFP1 ag	Vif-A3F inh	Vif-A3G inh	D1 potentiator
CC(=O)NC(CCS(C)(=O)=O)C(=O)Nc1cccc(C(C)=O)c1 (stereo not given)	-3%	-4	-10	-2	1	0.2%	-5%	2%	-5
COc1ccc(CNS(=O)(=O)c2ccc(-n3cnnn3)c(C)c2)cc1	-3%	-8	-2	-5	7	-1.1%	-6%	0%	-7
Cc1nn(C)c(Cl)c1CN1CCCC(C(=O)Nc2cccc(-n3cccn3)c2)C1 (stereo not given)	-3%	-35*	-2	-26	5	-4.2%	7%	1%	-3
O=C(COC(=O)c1c(Cl)ccc(Cl)c1Cl)NCC1CCCO1 (stereo not given)	-2%	.	-1	.	.	.	-3%	-2%	.
COc1cc(OC)c(NC(=O)c2ccccc2F)cc1Cl	-3%	12	-2	-1	1	1.7%	-2%	-1%	2
CC(NC(=O)c1cc(-c2ccc3c(c2)OCO3)nc2ccccc12)C(C)(C)C (stereo not given)	0%	7	3	1	1	14%	-10%	-14%	1
COc1cccc(NC(=O)CCc2nnc3ccc(N4CCC(C)CC4)nn23)c1	-2%	-10	0	12	2	2.4%	2%	1%	2
CCOC(=O)C1CCN(Cc2cn(C)nc2-c2ccc(Oc3ccccc3)cc2)CC1	0%	5	1	-8	3	-1.0%	1%	-2%	-1
Cc1ccc(C(=O)Nc2ccc(C(=O)OCc3cc(=O)n4c5c(sc4n3)CCCC5)cc2)cc1	-2%	-18	3	-4	3	2.6%	-3%	-3%	-1
Cc1cc(C)nc(SCC(=O)Nc2nonc2N)n1	-3%	-15	-4	-6	6	6.4%	0%	-3%	-12
Cc1ccc(Cn2ccnc2SCC(=O)Nc2nnc(C)s2)cc1	16%	3	-8	-10	1	-0.3%	-1%	3%	-2
CC(C)C(c1nnnn1Cc1ccccc1)N1CCN(Cc2ccc3c(c2)OCO3)CC1 (stereo not given)	-4%	9	-1	-15	2	-1.2%	8%	0%	-3

Part of the list above in order of molecular weight, lowest first.
SMILES	GRP78 ERSR act	D1 antag	LDHA block	D2 potentiator	D1 agonist	RXFP1 ag	Vif-A3F inh	Vif-A3G inh	D1 potentiator
COc1cc(OC)c(NC(=O)c2ccccc2F)cc1Cl	-3%	12	-2	-1	1	1.7%	-2%	-1%	2
O=C(COC(=O)c1c(Cl)ccc(Cl)c1Cl)NCC1CCCO1 (stereo not given)	-2%	.	-1	.	.	.	-3%	-2%	.
Cc1nn(C)c(Cl)c1CN1CCCC(C(=O)Nc2cccc(-n3cccn3)c2)C1 (stereo not given)	-3%	-35*	-2	-26	5	-4.2%	7%	1%	-3

Remaining list, next part.
SMILES	GRP78 ERSR act	D1 antag	LDHA block	D2 potentiator	D1 agonist	RXFP1 ag	Vif-A3F inh	Vif-A3G inh	D1 potentiator
O=C(NCC1CCCO1)Nc1ccc(Cl)cc1 (stereo not given)	-1%	-13	-2	24	1	0.0%	.	-4%	7
CC1CCCC(C)N1C(=O)COC(=O)c1nn(C)c(=O)c2ccccc12 (stereo not given)	-3%	-2	-2	-2	0	6.1%	2%	0%	-3
CCCNC(=O)c1ccc2c(=O)c(O)c(C)[nH]c2c1	-3%	-6	6	-2	4	1.0%	-2%	-2%	-5
CCc1c(C)nc2ncnn2c1NCCc1ccc(OC)c(OC)c1	-1%	2	1	10	1	0.0%	-15%	0%	-8
C/C(Cl)=C\CSc1nnc2n(N)c(=O)c3ccccc3n12	4%	.	-1	.	.	2.3%	-9%	0%	.
Cc1cccc(NC(=O)c2oc3ccc(S(=O)(=O)N4CCOCC4)cc3c2C)c1C	2%	-7	-6	2	7	0.2%	-2%	-5%	3
CC(C)[C@@H]1CC[C@@H](C)c2c(-c3ccccc3)n[nH]c21	7%	32	2	2	11	0.6%	-14%	-11%	1
O=C(CN1C(=O)c2ccccc2S1(=O)=O)Nc1ncc(Cl)cc1Cl	-14%	.	3	.	.	.	1%	1%	.
Cc1ccc2c(c1)N(CC(=O)NCc1ccco1)C(=O)CO2	-4%	-3	-8	-9	2	1.4%	6%	1%	2
CCc1nnc(SCC(=O)Nc2ccc(N3CCOCC3)cc2)n1C	-5%	3	-2	-4	2	-2.3%	1%	0%	-6
COc1ccc(CCn2c(=O)c3ccccc3n(CC(=O)Nc3cccc(C)c3)c2=O)cc1OC	1%	5	4	-4	3	?	-7%	-1%	-1
CN(CC(=O)NCCc1ccc(S(N)(=O)=O)cc1)CC(=O)Nc1ccc(Cl)c(C(F)(F)F)c1	0%	.	-2	.	.	.	11%	-6%	.
Cc1ccc(S(=O)(=O)N/N=C2/CCCCC2C2CCCCC2)cc1[N+](=O)[O-] (stereo not given)	1%	5	-3	.	0	0.7%	-10%	1%	-4
COC(=O)c1ccccc1C(=O)N1CCCC(C(=O)c2cc(F)ccc2F)C1 (stereo not given)	-4%	-3	-1	14	12	-0.8%	-9%	0%	0
COc1cc(C2C(C#N)=C(N)N(Nc3ccccc3)C3=C2C(=O)CC(C)(C)C3)ccc1OCc1cccc(F)c1 (stereo not given)	-2%	-13	1	-4	7	0.4%	1%	-7%	-4
CC(C)(O)C(=O)NN(Cc1ccccc1)c1ccccc1	-8%	-12	-8	-1	0	0.1%	2%	2%	-4
O=C(N/N=C/c1coc2ccccc2c1=O)c1cn(-c2ccccc2)nc1-c1ccc(F)cc1	-3%	-2	-3	-3	4	0.5%	5%	-1%	-8
c1ccc2oc(-c3nn4c(Cn5cnc6ccccc65)nnc4s3)cc2c1	-1%	.	2	.	.	.	4%	-6%	.
CNC(=O)COC(=O)c1[nH]c(C)c(C(C)=O)c1C	-5%	7	-12	-6	3	-2.2%	-11%	-1%	-2
CCOc1ccc(C2=Nn3cnnc3SC2)cc1	0%	-10	-9	.	2	0.0%	-14%	0%	-1
COc1ccccc1CNS(=O)(=O)c1ccc(-c2cc(C)no2)cc1	-7%	-27	-1	-4	8	-0.3%	-7%	?	2
Cc1ccc(CNC(=O)CSc2nc3c(sc4ccccc43)c(=O)n2CCCC(=O)NCCO)cc1	-2%	6	-8	1	1	19%	-8%	0%	2
CC(=O)OC1=Cc2c(ccc3ccc(=O)oc23)OC1(C)C	-7%	8	-4	-12	3	4.5%	3%	0%	16
Cc1ccc(C)c(C(=O)CCC(=O)NNC(=O)Cn2nc(C)cc2C)c1	-4%	15	-2	-1	1	-0.1%	4%	-1%	2
CCOC(=O)CSc1nc(N)nc(C)c1Br	-5%	-9	-3	-1	0	0.0%	-3%	-5%	-2
Cc1onc(-c2ccccc2Cl)c1C(=O)N1CC(C)OC(C)C1 (stereo not given)	-4%	0	-4	10	-2	-2.1%	0%	-2%	2
O=C(CSc1ccccc1Cl)c1ccco1	1%	-16	4	-9	2	1.6%	.	-8%	-5
Cc1ccc(CN2CCc3c(OCc4ccc(F)cc4)cccc3C2=O)cc1	-4%	-13	-3	-6	29	-0.4%	-3%	-3%	0
COc1ccc2oc(=N)c(C(=O)Nc3ccc(C)cc3)cc2c1	1%	41	-3	.	3	-0.5%	4%	-15%	-3
CCCC1(C(=O)OCC)NC(c2ccc(N(C)C)cc2)C2C(=O)N(c3ccccc3)C(=O)C21 (stereo not given)	-17%	-23	4	-1	0	2.5%	-1%	-6%	-4
Fc1cccc(Oc2nc3ccccc3n3cccc23)c1	-1%	4	-2	-3	5	0.0%	5%	-7%	-4
CC1c2cc3c(cc2CCN1C(=O)c1ccc(Cl)cc1)OCCCO3 (stereo not given)	-4%	-19	-2	-2	3	0.9%	-8%	-9%	0
OCCCNC(=S)NC1CCCC1	-4%	1	-6	5	3	-1.7%	0%	1%	7
CCN(CC(=O)Nc1c(F)cccc1F)C(=O)c1ccc(S(=O)(=O)NCc2ccco2)cc1	-7%	8	-1	1	2	1.8%	3%	-1%	-3
Cc1ccc(C(=O)c2oc3ccccc3c2NC(=O)c2cc(-c3ccc(Cl)cc3)on2)cc1	-4%	-4	0	10	2	9.0%	-5%	0%	1
CC(NC(=O)c1ccccc1)C(=O)OCn1nnc2ccccc2c1=O (stereo not given)	1%	-12	-6	-6	1	1.4%	-11%	-1%	0
O=C1C2ON(c3ccccc3)C(c3cccnc3)C2C(=O)N1c1ccccc1 (stereo not given)	-1%	-16	-3	.	0	1.2%	-1%	0%	-6
CCC(CC)c1nnc(NC(=O)C2CC(=O)N(CCc3ccc(OC)c(OC)c3)C2)s1 (stereo not given)	-6%	9	-3	-7	2	0.6%	-6%	0%	0
CC(=O)c1c(C)[nH]c(C(=O)NCc2ccccc2Cl)c1C	2%	15	-8	-4	8	3.0%	-1%	-4%	-3
O=C(NCC(c1cccnc1)N1CCc2ccccc21)c1ccc(F)cc1 (stereo not given)	2%	-18	-9	-4	17	-1.4%	0%	3%	-3
Cc1ccc(NC(=O)c2ccc3nc(Cc4ccccc4)oc3c2)cc1F	-5%	-22	-6	7	8	-0.8%	-9%	-4%	4
CCOC(=O)C1CCCN(S(=O)(=O)c2ccc3c(c2)NC(=O)CO3)C1 (stereo not given)	5%	0	-1	2	2	-2.6%	3%	2%	2
Cc1ccc(NC(=O)CNc2ccc(Cl)c(Cl)c2)cc1S(=O)(=O)N(C)C	-4%	-23	3	-7	17	1.7%	4%	2%	-3
CC(=O)O[C@H](CC(=O)O)C[N+](C)(C)C	-3%&-2%	-6	-11	-2	-1	1.1%	5%	-1%	-3
O=C(CSc1nc2c(oc3ccccc32)c(=O)n1-c1ccccc1)Nc1ccccc1F	0%	3	-3	3	1	0.4%	6%	1%	-1

The list is partial; the hit share may differ from the screen's.
